# HKDC1 inh: HKDC1 (human) hexokinase inhibition. Q2TB90. recombinant HKDC1, G6PDH/diaphorase resazurin coupled fluorescence. inhibition, % at 20 µM. 340,000 compounds, 0.16% hits;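 active = inhibition above about 35% when tested at 20 µM, limit read from the data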;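 note: plate controls were DMSO wells with enzyme for no effect and DMSO wells lacking enzyme for full effect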
# Target sequence (Q2TB90 whole entry, looked up): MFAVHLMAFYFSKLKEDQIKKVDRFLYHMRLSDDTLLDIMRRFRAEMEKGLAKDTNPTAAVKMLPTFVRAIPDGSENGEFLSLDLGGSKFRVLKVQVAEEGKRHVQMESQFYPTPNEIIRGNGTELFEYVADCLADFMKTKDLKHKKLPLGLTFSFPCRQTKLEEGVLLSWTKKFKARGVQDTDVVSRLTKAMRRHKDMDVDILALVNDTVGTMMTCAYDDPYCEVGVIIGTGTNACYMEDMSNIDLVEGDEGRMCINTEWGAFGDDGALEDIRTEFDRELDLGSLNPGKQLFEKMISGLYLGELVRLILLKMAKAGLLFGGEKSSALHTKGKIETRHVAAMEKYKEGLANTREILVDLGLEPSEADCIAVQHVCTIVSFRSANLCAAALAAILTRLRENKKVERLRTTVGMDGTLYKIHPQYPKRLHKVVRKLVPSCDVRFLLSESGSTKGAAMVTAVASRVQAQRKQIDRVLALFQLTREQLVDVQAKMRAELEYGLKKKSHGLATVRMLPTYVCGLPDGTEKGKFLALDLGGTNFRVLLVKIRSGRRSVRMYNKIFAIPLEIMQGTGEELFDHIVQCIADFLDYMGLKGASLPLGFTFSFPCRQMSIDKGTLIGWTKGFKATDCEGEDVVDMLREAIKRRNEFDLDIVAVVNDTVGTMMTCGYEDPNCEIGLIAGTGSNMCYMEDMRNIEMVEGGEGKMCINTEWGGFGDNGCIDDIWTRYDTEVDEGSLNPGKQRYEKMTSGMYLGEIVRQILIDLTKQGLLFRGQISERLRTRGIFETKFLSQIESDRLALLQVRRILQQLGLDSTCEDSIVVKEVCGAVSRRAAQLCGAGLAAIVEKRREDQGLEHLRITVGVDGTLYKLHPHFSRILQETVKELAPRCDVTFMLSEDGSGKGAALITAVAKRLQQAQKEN
#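 Assay system – recombinant HKDC1 (HK5) hexokinase enzyme, produced in-house · Input – HKDC1 at 5 µg/mL · Reagent – glucose plus 1 mM ATP as hexokinase substrates · Timing – 90 min reaction incubation at room temperature, dark · Measured by – G6PDH/diaphorase-coupled fluorescence, 1 mM NADP, 100 µM resazurin, 525/613 nm · Benchmarks – DMSO-enzyme wells negative, buffer-substituted wells positive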
# Gli-Sufu block: Gli-Sufu pathway antagonism; inhibition, % at 5 µM; 340,000 compounds, 0.74% hits; Sufu-KO-LIGHT fibroblasts, Gli luciferase reporter luminescence; AID 588413;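 active = inhibition above about 55%, limit read from the data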;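 note: 0% = DMSO-treated cells and 100% = wells with medium but no cells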
# SENP8 inh: inhibitors of human SENP8 protease | Q96LD8 | purified SENP8, Z-RLRGG-aminoluciferin cleavage, luminescence | inhibition, % at 10 µM | 330,000 compounds, 1.2% hits | AID 2540
# SENP7 inh: blocks the human protease SENP7 | recombinant SENP7, Z-RLRGG-aminoluciferin luminescence, 40 min | inhibition, % at 5 µM | 330,000 compounds, 1.5% hits | Q9BQF6;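 active = inhibition above about 50% at the single test dose, limit read from the data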;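 note: plate controls were DMSO with enzyme for no effect and no enzyme buffer wells for full effect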
# Jurkat NFkB inh: lowers PMA/ionomycin-induced NF-kB signal in Jurkat cells; AID 435003; PMA/ionomycin-induced NF-kB luciferase reporter, luminescence; inhibition, % at 4 µM; 330,000 compounds, 0.53% hits
# Apaf1 inhib: inhibitors of human Apaf-1 apoptosome | O14727 | reconstituted apoptosome caspase-3 activity, DEVD-Rh110 fluorescence | inhibition, % at 20 µM | 330,000 compounds, 0.71% hits | AID 489030; active = inhibition of at least 40% at 20 µM;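 note: plate controls were DMSO wells for no effect and DEVD-CHO caspase inhibitor wells for full effect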
#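 Material: cell-free apoptosome with Apaf-1, procaspase-3 and caspase-9; Buffer or medium: Hepes pH 7.5 with detergent and BSA; Reagent: cytochrome c trigger plus (Z-DEVD)2-Rh110 caspase-3 substrate; Times: compound with Apaf-1, dATP, procaspase-3 30 min, then 50 min reaction, room temperature; Technique: Rh110 fluorescence intensity.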
# 697 NFkB inh: lowers PMA/ionomycin-induced NF-kB signal in 697 B cells. 697 B-cell NF-kB luciferase reporter, 16 h. inhibition, % at 4 µM. 330,000 compounds, 0.33% hits. AID 435022; in the data active = inhibition above about 35%
# UBC13 inh: blocks human UBC13 polyubiquitin chain formation | 330,000 compounds, 0.47% hits | TR-FRET | inhibition, % at 20 µM | P61088; in the data active = inhibition above about 45%, passing the limit was not always enough; inconclusive = no clear call, values can overlap the other calls
# Target sequence (P61088 whole entry, looked up): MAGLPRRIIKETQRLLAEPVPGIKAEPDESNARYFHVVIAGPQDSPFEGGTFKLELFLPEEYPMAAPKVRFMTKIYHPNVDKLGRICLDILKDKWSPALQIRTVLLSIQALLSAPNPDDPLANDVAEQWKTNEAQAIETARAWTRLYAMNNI
# An asterisk follows results filed as active; u = inconclusive; x = not tested or not shown. Cut-off read from the data, not from the text of the source, unless noted: active = inhibition above about 50%; inactive = the rest.
SMILES,HKDC1 inh,Gli-Sufu block,SENP8 inh,SENP7 inh,Jurkat NFkB inh,Apaf1 inhib,697 NFkB inh,UBC13 inh
CC(OC(=O)CNC(=O)c1ccccc1F)C(=O)Nc1nc(-c2ccccc2)cs1 (configuration not stated),2.7,-37.2,2.0,7.3,-47.2,12.2,-37.3,-1.0
Cc1csc2nc(O)c(C(=O)NC3CCCCC3C)c(=O)n12 (configuration not stated),-6.8,10.5,-1.0,-8.0,22.8,16.2,-25.8,-4.8
COCCNC(=O)Cc1ccc(Br)cc1,-0.6,3.2,-5.0,-1.9,0.0,5.1,5.9,5.9
O=C(OCCOCCN=C1NS(=O)(=O)c2ccccc21)c1ccccc1,-0.3,-12.2,2.2,8.5,21.6,1.3,-0.6,2.0
COc1ccc(C(=O)OCC(=O)c2c[nH]c3ccccc23)c(OC)c1,-2.5,-44.5,-15.3,24.6,-9.1,6.0,-28.1,8.3
COc1ccccc1OCc1nc(Cc2ccc(Cl)cc2)no1,2.9,-2.4,8.4,8.8,6.7,7.5,3.1,6.3
CCCOc1ccc(CN(C(=O)c2cccc(OC)c2)C2CCS(=O)(=O)C2)cc1 (configuration not stated),-5.4,-9.3,5.4,6.8,-9.9,0.5,1.3,-2.2
COc1ccc(NC(=O)CSc2nc(-c3ccc(C)cc3)cc(C(F)(F)F)c2C#N)cc1,3.5,6.1,3.3,-8.3,-31.0,1.4,-91.3,-4.0
CCOc1cc(C(=O)NN=C2CCCC2)cc(OCC)c1OCC,-4.2,-6.1,4.9,2.5,8.9,1.6,25.7,0.3
Cc1cc(Cl)c(S(=O)(=O)Nc2ccc(S(=O)(=O)N3CCOCC3)cc2)cc1OCC(N)=O,2.5,-8.3,-0.5,1.4,7.5,-0.9,-2.5,-9.4
CC(=O)c1c(C(C)=O)c(C)n(NC(=O)c2ccncc2)c1C,-9.8,-15.0,-4.6,-0.1,4.8,-10.1,10.6,1.3
COc1ccc(NC(=O)CN(C)C(=O)CNC(=O)Cc2cccc3ccccc23)cc1,-5.7,0.8,4.8,-1.1,24.1,5.9,8.2,-6.2
COc1ccc(C2CC3(O)CC(C#N)(C(=O)N3)C2(C#N)C#N)cc1 (configuration not stated),0.3,6.9,1.2,5.5,-6.2,-5.9,2.4,-10.1
Cc1oc(C)c(C(=O)NCCCC(=O)O)c1C(=O)NCCCC(=O)O,-4.2,-0.5,-5.7,-5.2,-2.1,6.3,-2.8,-5.4
COc1ccc(CC2(CO)CCN(C/C=C/c3ccccc3OC)CC2)cc1,-1.6,2.0,2.7,5.6,5.0,6.0,6.8,3.9

# As a short view, some entries already given.
SMILES,HKDC1 inh,Gli-Sufu block,SENP8 inh,SENP7 inh,Jurkat NFkB inh,Apaf1 inhib,697 NFkB inh,UBC13 inh
Cc1oc(C)c(C(=O)NCCCC(=O)O)c1C(=O)NCCCC(=O)O,-4.2,-0.5,-5.7,-5.2,-2.1,6.3,-2.8,-5.4
COc1ccc(CC2(CO)CCN(C/C=C/c3ccccc3OC)CC2)cc1,-1.6,2.0,2.7,5.6,5.0,6.0,6.8,3.9

# More structures.
SMILES,HKDC1 inh,Gli-Sufu block,SENP8 inh,SENP7 inh,Jurkat NFkB inh,Apaf1 inhib,697 NFkB inh,UBC13 inh
Cc1cc(C)cc(NS(=O)(=O)c2ccc(NC(=S)NC(=O)c3cccs3)cc2)c1,3.5,3.4,-10.8,0.5,10.8,30.9,-22.4,-7.1
Cc1cc(C)nc(NC2=NC3CCCCC3N2)n1 (configuration not stated),3.1,-38.7,2.3,-11.4,-6.7,2.5,0.8,0.6
CC(=O)c1cccc(OCc2cc(C(=O)NCc3nc(C)c(C)s3)no2)c1,6.0,-1.6,-7.4,-12.5,-25.5,8.8,-30.2,-6.2
Cn1c(CNC(=O)C(Cc2ccccc2)NC(=O)c2cccc(F)c2)cc(=O)n(C)c1=O (configuration not stated),-1.9,-11.1,-15.6,-17.0,-9.8,0.6,1.8,-3.1
Cc1ccnc(NS(=O)(=O)c2ccc(NC(=O)c3oc4ccc(F)cc4c3C)cc2)n1,-6.8,2.8,-12.3,-0.2,6.2,10.4,8.0,-2.8
O=C(CCC(=O)OCC(=O)c1ccccc1)Nc1cccc2cccnc12,-8.0,-0.6,1.1,-1.3,-0.4,3.5,-5.5,-4.6
COc1ccc(N(CC(=O)NC2CCCCC2)C(=O)c2ccc(C)s2)c(OC)c1,-2.3,-1.8,-3.5,4.9,8.1,14.8,0.9,1.3
O=c1c(-c2ccc(Br)cc2)[n+]([O-])c2ccccc2n1OCc1ccccc1,-4.5,0.2,2.8,-5.9,-4.6,-24.1,3.6,6.2
CNS(=O)(=O)c1cccc(C(=O)OCC(=O)NC(C)CCc2ccccc2)c1 (configuration not stated),-1.4,10.7,-1.9,3.1,-21.3,-1.0,-0.5,1.9
CSc1ccccc1OCc1cc(C(=O)N(Cc2nccn2C)C(C)C)no1,-3.5,3.2,-0.3,1.9,-3.7,-0.9,-13.0,-2.1
Cc1ccc(S(=O)(=O)Nc2ccc(-c3csc(-c4ccccc4)n3)cc2)cc1,-2.6,2.2,-9.5,-7.0,4.5,10.1,-2.8,9.8
Cc1ccc(-c2noc(CCC(=O)NCCN3CCOCC3)n2)cc1,-3.6,0.6,-5.5,3.3,-11.1,-10.2,3.8,2.2
CCOC(=O)c1sc(NC(=O)c2cc3ccccc3o2)nc1C,-7.0,-100.6,10.3,33.8,-59.3,9.8,-28.7,8.0
Cc1ccc(NC(=O)CN2C(=O)N/C(=C/c3ccccc3OCc3cccc(C(=O)O)c3)C2=O)cc1,12.0,-13.0,13.3,10.5,-27.4,0.3,-64.1,-11.8
CC(=O)C12CC(C)=C(C)CC1CC1C3CCC4=CC(=O)CCC4(C)C3CCC12C (configuration not stated),7.8,5.1,6.0,6.7,21.9,13.7,-23.2,-3.0
CCCCNC(=S)Nc1ccc(-c2nc3ccc(C)cc3s2)cc1,7.5,-81.0,25.7,-4.8,-117.0,-1.7,-212.3,-8.1
CN(Cc1cccc(C(F)(F)F)c1)Cc1nc(-c2cnccn2)no1,0.5,-1.4,8.8,-4.1,-1.3,-2.6,5.9,4.8
CCC(=O)N(Cc1cc2cc(OC)ccc2[nH]c1=O)c1cccc(C)c1,1.6,9.2,-6.7,3.7,-11.6,14.7,1.1,8.4
Nc1nc(NCCc2ccccc2)nc(NCCO)c1[N+](=O)[O-],-3.7,-2.7,2.5,-0.5,1.3,1.7,-46.9,4.6
NC1=NC2(CCCCC2)N(c2cccc(Cl)c2)C(N)=N1,-2.0,8.8,-7.6,-5.1,-12.9,4.4,0.4,-8.9
c1ccc(Cn2c(SCc3nc4ccccc4s3)nnc2-c2ccco2)cc1,6.1,-4.1,0.6,1.0,-23.6,-5.6,-18.1,-11.5
COc1ccc(CN2CCOCC2)cc1OC,6.6,5.4,-5.6,-3.8,-26.2,9.3,-40.2,-7.7
Cc1ccc(C(=O)CCC(=O)Nc2cccnc2)cc1C,-6.2,7.4,-5.8,-4.1,0.3,-20.5,-3.9,3.5
CC(C)Cn1c(Br)nc2c1c(=O)n(CCC#N)c(=O)n2C,-7.4,-0.1,1.6,7.3,-11.7,6.9,-16.2,-5.5
Cc1nc(NC(=O)CSc2cc(C)c3ccccc3n2)c(Cl)cc1Cl,-0.9,3.1,-0.5,-0.2,6.8,5.8,-7.8,u
CCCCSCCCNC(=O)c1ccc(CS(=O)(=O)c2ccc(OC)cc2)o1,-1.1,x,-4.0,-10.5,-28.3,10.8,-18.2,-3.4
COc1cc(CN2C(=S)NC(C)(C)CC2(C)O)cc(OC)c1 (configuration not stated),7.6,12.9,-2.3,-2.3,2.7,-10.4,1.4,4.3
CCOc1ccc(N2C(=O)CC(Sc3nc(-c4cccs4)cc(C(F)(F)F)c3C#N)C2=O)cc1 (configuration not stated),-4.1,33.0,3.5,4.0,15.8,25.5,17.2,-4.8
CCCC(NC(=O)COc1cc2c(c3oc(=O)c(C)c(C)c13)CCC(C)(C)O2)C(=O)O (configuration not stated),14.2,8.1,-1.0,0.9,12.2,3.3,-5.9,15.4
Nc1c(C(=O)c2ccccc2)oc2ccc(Br)cc12,-8.9,-120.5,0.6,14.1,-101.5,0.3,-136.8,6.6
CC(=O)Nc1ccc(OCC(O)CN2C(C)(C)CC(O)CC2(C)C)cc1 (configuration not stated),-3.8,2.2,-4.0,5.9,10.7,1.0,-15.7,1.4
Cc1ccc(C2(C)NC(=O)N(CC(=O)NNC(=O)c3cc(C)oc3C)C2=O)cc1 (configuration not stated),-5.8,-10.3,-10.7,-13.5,-5.2,11.0,-2.2,-4.3
CC1CCCN(c2nc3c(c(=O)n(C)c(=O)n3C)n2CCSc2nc3ccccc3o2)C1 (configuration not stated),12.3,12.0,-13.9,3.7,-4.5,27.8,-23.4,-12.4
CN(C)CCN(Cc1ccccc1)S(=O)(=O)c1csc(C(N)=O)c1,-11.0,-6.0,-7.2,-13.7,-14.4,5.7,0.4,-1.6
O=C(O)COc1ccccc1/C=N/NC(=O)c1cc(-c2ccc(F)cc2)nc2ccccc12,0.9,47.0,-0.8,2.5,6.4,-13.7,19.3,-17.0
Cc1cc(C)c(NC(=O)CCCN2CCCC2)c(C)c1,-5.7,6.0,1.3,-0.8,0.5,0.2,20.6,0.9
CCOc1ccc(CCN2CN(CC)CNC2=S)cc1OCC,-11.6,3.1,5.3,4.9,13.1,-16.6,9.6,7.5
Cc1ccc(C)c(N2CCN(C(c3ccncc3)c3nnnn3Cc3ccccc3)CC2)c1 (configuration not stated),-1.1,2.2,-6.2,-9.4,-2.1,-4.8,-19.1,-0.7
Cc1ccc2occ(C(c3nnnn3Cc3ccccc3)N3CCOCC3)c(=O)c2c1 (configuration not stated),-3.1,-0.7,2.9,9.4,9.3,3.0,11.0,-5.0
Cc1ccc(S(=O)(=O)N2[C@@H](c3ccc(F)cc3)C(C(=O)O)=CC[C@H]2c2cccs2)cc1,-4.0,7.1,6.0,2.5,-7.9,15.5,-19.8,-14.4
CNCC(C)COc1ccccc1OCc1ccccc1 (configuration not stated),-6.8,28.7,0.5,-3.9,5.6,-6.2,2.7,9.2
Cc1ccc(N(CCC#N)C(=O)COC(=O)c2cc(C)no2)cc1,-1.1,-3.7,-6.6,3.0,-11.9,15.9,-18.8,-1.2
CCNC(=S)N1CCn2cccc2C1c1ccc(F)cc1 (configuration not stated),-3.1,-2.0,6.3,0.4,12.2,11.3,14.5,7.2
Cc1ccccc1OCCC(=O)Nc1ccc(Cl)cc1F,-7.0,-2.8,-16.9,-4.7,-10.8,6.6,15.1,-7.6
Cc1cc(S(=O)(=O)N2CCCCC2CCNC(=O)C(=O)NC2CC2)ccc1F (configuration not stated),-7.3,0.3,-9.0,-7.2,9.5,-1.7,13.2,2.9
Cc1ccc(-c2csc3ncnc(NCCN4CCOCC4)c23)cc1,1.7,-13.2,1.3,10.5,-8.1,8.4,-73.4,1.7
COC(=O)CSc1nnc(CNc2ccc(OC)cc2)n1C,4.4,2.0,-1.2,-4.1,-3.5,15.4,-7.9,-20.1
CCCC(C)C1c2c(c(C)c(C)oc2=O)Oc2c(C)c(C)oc(=O)c21 (configuration not stated),-2.4,0.0,-6.9,-0.7,3.5,23.2,-23.3,-2.1

# 5 compounds out of the list above, sorted by the value under SENP7 inh, high to low.
Structure,SENP7 inh
Cc1ccc2occ(C(c3nnnn3Cc3ccccc3)N3CCOCC3)c(=O)c2c1 (configuration not stated),9.4
CC1CCCN(c2nc3c(c(=O)n(C)c(=O)n3C)n2CCSc2nc3ccccc3o2)C1 (configuration not stated),3.7
CCCC(C)C1c2c(c(C)c(C)oc2=O)Oc2c(C)c(C)oc(=O)c21 (configuration not stated),-0.7
Cc1cc(C)c(NC(=O)CCCN2CCCC2)c(C)c1,-0.8
CN(C)CCN(Cc1ccccc1)S(=O)(=O)c1csc(C(N)=O)c1,-13.7

# Compound activity as filed in PubChem.
